Bioassay records from PubChem BioAssay.
EPAC1 antag – EPAC1 (human) antagonism | O95398 | EPAC1 GEF assay, Rap1b-BODIPY-GDP exchange fluorescence | Potency, µM (highest dose often 115 µM), without a hit: at the highest dose activity change, negative = inhibition, usual class: inhibitors | 0.14% of 360,000 active;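 also: potency is read from the fitted curve at half-maximal effect; plate controls were vehicle for no effect and positive control for full effect; nearly all actives have a fitted effect of over 50% in size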
GLP-1R agonist – activates the human GLP-1 receptor; HEK293 GLP-1R CRE-luciferase, luminescence, 4-6 h; cells express a hypersensitive GLP-1R form; P43220; Potency, µM (series often up to 45.6 µM), without a hit: top-dose activation, hits mostly activators; 0.007% of 380,000 active; also: potency is read from the fitted curve at half-maximal effect; % of control where 0% means no effect
PI5P4Ka inh – PI5P4K alpha (human) kinase inhibition; AID 652105; PI5P4Kalpha enzyme, ADP-Glo luminescence, 60 min; hits give low values; P48426; 1.2% of 330,000 active; max response, %; active = max response of -50% or lower; inconclusive = between -30% and -50%; inactive = -30% or higher; also: value at the top dose of about 77 µM; % is scaled to controls: 0 for no effect and ±100 for the full control effect
Target sequence (P48426 whole entry, looked up): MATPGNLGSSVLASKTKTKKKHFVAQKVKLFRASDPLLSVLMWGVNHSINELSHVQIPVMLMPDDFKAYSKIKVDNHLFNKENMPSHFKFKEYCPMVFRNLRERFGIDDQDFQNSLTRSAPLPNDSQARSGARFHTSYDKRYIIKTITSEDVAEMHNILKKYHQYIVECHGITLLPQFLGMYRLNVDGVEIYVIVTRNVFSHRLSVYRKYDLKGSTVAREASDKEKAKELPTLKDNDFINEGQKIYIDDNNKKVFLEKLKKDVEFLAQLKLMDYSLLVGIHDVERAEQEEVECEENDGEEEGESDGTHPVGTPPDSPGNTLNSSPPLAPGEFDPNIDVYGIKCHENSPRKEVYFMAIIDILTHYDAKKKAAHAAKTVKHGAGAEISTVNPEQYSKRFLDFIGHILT
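PI5P4Kalpha ADP-Glo assay; 5 microM ATP final; 60 min RT reaction; HEPES pH 7.4/EGTA/CHAPS, 5% DMSO; controls lacking substrate or enzyme; luminescent end-point.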
EPAC1 ag – EPAC1 (human) agonism. O95398. EPAC1 agonist qHTS, biochemical assay; response scale: 100% = response to 6.5 mM cAMP. Potency, µM (top dose mostly 154 µM), for the others: at the highest dose activation, usual class: activators. 0.073% of 360,000 active. AID 720707; also: potency is read from the fitted curve at half-maximal effect; nearly all actives have a fitted effect of over 60% in size
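EPAC1 100 nM, Rap1B–BODIPY-GDP 250 nM, unlabeled GDP 50 uM; compound titration; 5 min RT; kinetic read ex480/em540 at 5-min intervals ×30 min; data normalized to 6.5 mM cAMP agonist control.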
PTHR1 agonist – activates the human parathyroid hormone receptor PTHR1; HEK293 GP2 PTHR1 cells, GloSensor cAMP luminescence, 1 h; Q03431; Potency, µM (series often up to 115 µM), inactives show at the highest dose activation, hits mostly activators; 0.075% of 410,000 active; AID 743266; also: potency is read from the fitted curve at half-maximal effect; nearly all actives have a fitted effect of over 55% in size; some results filed as inactive show a strong effect at the top dose; inactives centre near -15; many of its hits are not listed in these tables
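HEK-293-derived GP2 cells expressing PTHR1 and a GloSensor cAMP reporter, 3,000/well, plated overnight, given luciferin plus IBMX (each 0.5 mM as added) for 1 h at 37 °C, then compound for 1 h at 37 °C. Luminescence was read after 15 min at room temperature.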
GLP-1R inv ag – inverse agonists of human GLP-1 receptor; P43220; HEK293 GLP-1R CRE-luciferase, luminescence, 24 h; GLP-1R form is constitutively active; Potency, µM (top dose mostly 38.3 µM), without a hit: at the highest dose activity change, negative = inhibition, hits mostly inhibitors; 1.6% of 410,000 active; AID 624417; also: potency is read from the fitted curve at half-maximal effect; % is scaled to controls: 0 for no effect and ±100 for the full control effect; nearly all actives have a fitted effect of over 55% in size
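Luminescence readout: a drop in cAMP-driven luciferase signal flags inverse agonism at a constitutively active GLP-1R stably expressed in HEK293. Compound exposure lasted 24 hr at 37 deg C, 5% CO2.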
GLP1R cytotox – cytotoxicity counter-screen for GLP-1 receptor inverse agonists; HEK293 cAMP-luciferase reporter cells, luminescence, 24 h; Potency, µM (doses to about 38.3 µM), for inactives: top-dose activity change, negative = inhibition, most hits filed as inhibitors; 0.13% of 410,000 active; AID 624418;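 also: loss of luciferase light is scored as toxicity; potency is read from the fitted curve at half-maximal effect; % is scaled to controls: 0 for no effect and ±100 for the full control effect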
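Luminescence readout: signal drop marks cytotoxicity. Plated cells grew 12 h at 37 °C, 5% CO2, received 23 nL compound for 24 h, then got luciferase reagent, read after 12 min at RT.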
IL2 activator – activates IL-2 in a cell-based reporter assay. IL-2 activation reporter assay, cell-based qHTS; stimulated with anti-CD3/CD4/CD28 beads; in transgenic mouse T cells. activation, % (series mostly up to about 46 µM). 0.065% of 360,000 active. AID 652025; in the data active = activation above about 50%; inconclusive = mostly about 30% to 49%; also: 0% is about no effect
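Readout: EGFP and DsRed signals by fluorescent plate cytometry. Unstimulated transgenic mouse T cells received compound 60 min before antibody-bead stimulation, then incubated 18 h at 37 degrees C.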
PLK1 PBD inh – blocks phosphopeptide binding to human PLK1 polo-box domain. AID 720504. Plk1 PBD binding of FITC phosphopeptide, fluorescence polarization. Potency, µM, inactives show max response, negative = inhibition, hits mostly inhibitors. P53350. 2.8% of 360,000 active; also: potency is read from the fitted curve at half-maximal effect; series mostly up to about 57 µM; % is scaled to controls: 0 for no effect and ±100 for the full control effect; nearly all actives have a fitted effect of over 65% in size
Target sequence (P53350 whole entry, looked up, the tested form may be a part): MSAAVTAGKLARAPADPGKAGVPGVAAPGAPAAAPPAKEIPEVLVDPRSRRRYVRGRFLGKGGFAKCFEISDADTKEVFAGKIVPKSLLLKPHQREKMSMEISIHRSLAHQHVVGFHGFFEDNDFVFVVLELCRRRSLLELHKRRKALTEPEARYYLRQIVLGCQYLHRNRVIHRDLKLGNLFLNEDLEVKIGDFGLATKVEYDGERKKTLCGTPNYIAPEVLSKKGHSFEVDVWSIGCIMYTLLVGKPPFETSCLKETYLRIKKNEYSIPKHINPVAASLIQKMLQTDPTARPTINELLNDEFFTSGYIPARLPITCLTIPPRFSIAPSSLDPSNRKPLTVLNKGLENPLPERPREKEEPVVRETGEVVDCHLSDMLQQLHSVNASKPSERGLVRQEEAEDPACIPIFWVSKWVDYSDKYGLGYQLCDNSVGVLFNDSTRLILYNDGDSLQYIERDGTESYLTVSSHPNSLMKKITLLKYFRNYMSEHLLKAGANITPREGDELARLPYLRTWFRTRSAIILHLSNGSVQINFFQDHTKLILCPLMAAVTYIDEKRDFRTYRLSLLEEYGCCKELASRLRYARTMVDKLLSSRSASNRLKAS
Numbers without * were called inactive; i = inactive; ? = inconclusive; . = no result given; [ ] = another dose, or the depositor's remark. Unless noted, calls follow the shape of the dose curve; as a rule, active = well fitted curve in the direction sought with a large enough effect; inconclusive = small, poorly fitted or top-dose-only effect, or another doubt; inactive = no such curve, though single readings can be large; an effect the other way counts as inactive or inconclusive.

structure	EPAC1 antag	GLP-1R agonist	PI5P4Ka inh	EPAC1 ag	PTHR1 agonist	GLP-1R inv ag	GLP1R cytotox	IL2 activator	PLK1 PBD inh
CCN(CC)S(=O)(=O)c1ccc(S(=O)(=O)N2CCC(C(=O)NC3CCN(Cc4ccccc4)CC3)CC2)cc1	2%	7%	-3	2%	10%	-7%	-2%	0.2	-8%
CC(=O)CC1(O)C(=O)Nc2ccccc21 (stereo not drawn)	1%	-3%	0	3%	i	6%	-27%	-2.4	-2%
CC(C)CCNC(=O)COc1ccc2c3c(c(=O)oc2c1)CCC3	5%	-4%	.	2%	6%[57.5 µM]	3%	2%	-2.1	1%
CCNS(=O)(=O)c1ccc(CCC(=O)N2CCN(Cc3ccccc3)CC2)cc1	5%	2%	3	22%	-51%[inhibitor]	-18%	5%	0.6	-10%
COC(=O)C(Cc1c[nH]c2ccccc12)NC(=O)C1CC1 (stereo not drawn)	19%	5%	-3	3%	i	1%	2%	1.0	1%
Cc1ccc(O)c(C(=O)c2cnc(/N=C(\N)N(C)C)nc2)c1	-5%	5%	-2	-15%	-18%	-30%	-2%	0.4	-17%
COc1ccc(C)cc1NC(=O)CN(c1ccc(F)cc1)S(C)(=O)=O	10%	-2%	4	-6%	i	0%	-2%	1.5	0%
CCN1CCN(c2ncnc3scc(-c4ccc(C)cc4)c23)CC1	-10%	-7%	-13	4%	?	?	2%	-0.2	1%
NS(=O)(=O)c1ccc(CCNC(=O)CCc2nc3ccccc3s2)cc1	-3%	0%	-4	12%	0%	-8%	1%	-3.7	-16%
O=C1c2ccccc2C(=O)N1CCCc1nc2ccccc2c(=O)n1Cc1ccco1	-1%	1%	-1	-3%	-17%	16%	-12%	0.4	-3%
CC(C)(C)C#CCn1c(/C=[N+](\[O-])C2CCCCC2)nc2ccccc21	-19%	7%	0	-8%	i	-2%	-7%	-1.3	-12%
Cc1ccc(S(=O)(=O)NCCC(=O)OCC(=O)N2CCCC2=O)cc1C	1%	3%	6	0%	-15%	14%	-2%	-3.6	-4%
CCOC(=O)N1CCN(c2c(NCCCN(CC)CC)c(=O)c2=O)CC1	2%	2%	0	6%	i	8%	13%	0.1	-6%
CSCC[C@H](NC(=O)N1CCn2c1nc1ccccc12)C(=O)N[C@H](Cc1ccccc1)C(=O)O	6%	-11%	4	-12%	-5%	11%	-1%	0.6	-10%
CC(=O)Nc1ccc(NC(=O)CSCc2ccccc2Cl)cc1	11%	5%	-16	17%	-14%	2%	3%	1.2	-20%
Clc1ccc(-c2csc(N3CCOCC3)n2)cc1	-10%	16%	-1	6%	-21%	26%	33%[activator]	0.1	-4%
O=S(=O)(NCCNS(=O)(=O)c1ccc(F)cc1)c1ccc(F)cc1	0%	5%	.	-2%	-9%	3%	-12%	4.2	-1%
CC(C)C[C@H](NC(=O)Nc1cccc(Br)c1)C(=O)O	-16%	4%	1	3%	-9%	-4%	-14%	-0.3	-12%
CCC1CCCCN1Cc1cn2c(-c3ccc(Br)cc3)nnc2s1 (stereo not drawn)	.	-4%	.	.	i	7%	2%	.	.
O=C1[C@H]2CCC=C[C@H]2[C@H](c2ccccc2Br)N1Cc1ccccc1	-6%	-1%	13	-3%	-54%[inhibitor]	?	3%	0.1	-14%

3 of the entries above in order of the GLP-1R agonist value, smallest number first:
Compound	GLP-1R agonist
CCN1CCN(c2ncnc3scc(-c4ccc(C)cc4)c23)CC1	-7%
O=S(=O)(NCCNS(=O)(=O)c1ccc(F)cc1)c1ccc(F)cc1	5%
Clc1ccc(-c2csc(N3CCOCC3)n2)cc1	16%

Next results follow.
structure	EPAC1 antag	GLP-1R agonist	PI5P4Ka inh	EPAC1 ag	PTHR1 agonist	GLP-1R inv ag	GLP1R cytotox	IL2 activator	PLK1 PBD inh
Cc1ccccc1N=C(NO)c1nonc1N	9%	7%	-4	5%	i	2%	-10%	0.0	-12%
CCCCn1c(CN2CCN(c3ccc(OC)cc3)CC2)nc2c1c(=O)[nH]c(=O)n2C	.	8%	.	.	i	6%	-8%	.	.
CC(C)(C)CN1C(N)=NC[C@@H]1Cc1ccccc1	0%	9%	1	7%	-9%	21%	13%	0.1	-4%
O=C(Nc1ccc(NC(=O)c2ccco2)cc1)c1ccc2c(c1)OCO2	13%	-52%[inhibitor]	-3	-7%	i	12%	?	-0.2	-5%
Cc1ccc(S(=O)(=O)N(C)CCCC(=O)Nc2ccccn2)cc1	-4%	4%	0	4%	i	-7%	5%	1.1	-6%
CN(C)/C=N/c1c(C#N)cnn1-c1nc2ccccc2s1	14%	0%	-1	-3%	i	-3%	6%	1.5	-4%
CC(=O)N/C(=C\c1ccccc1)C(=O)OCC(=O)c1ccc(F)cc1	-1%	-1%	4	1%	i	-2%	-6%	-0.5	-1%
COc1ccc(Cn2c(=O)n(Cc3ccco3)c(=N)c3c4c(sc32)COC(C)(C)C4)cc1	-15%	10%	-8	16%	i	?	-10%	0.8	0%
COCCN(CC(=O)Nc1cccc(C)c1C)C(=O)c1cc(-c2cccs2)nn1-c1ccccc1	-23%	-2%	1	9%	i	?	-19%	0.6	-14%
CCOc1ccc(C(=O)Nc2ccc(S(=O)(=O)Nc3nccc(C)n3)cc2)cc1OCC	-23%	9%	1	17%	-25%	22%	-1%	-0.3	?
COc1cc(C(=O)O)c([N+](=O)[O-])c(OC)c1OC	5%	0%	-3	16%	i	0%	-28%	-0.3	2%
Cc1cccc(OCC(=O)NN2C(=O)C3C4C=CC(O4)C3C2=O)c1 (stereo not drawn)	-11%	5%	-3	8%	-9%	13%	-8%	0.4	-4%
COc1ccc(S(=O)(=O)N2CCOCC2)cc1NC(=O)/C=C/c1ccc(F)cc1	-9%	0%	15	8%	i	2%	16%	-1.5	-5%
CCC1S/C(=C(\C#N)C(N)=O)N(c2ccc(F)cc2)C1=O (stereo not drawn)	-2%	9%	1	-7%	28%[57.5 µM]	11%	39%[activator]	0.1	-5%
Cc1cc(CN2CCCC(C(=O)Nc3cccc(-n4cccn4)c3)C2)cc(C)c1O (stereo not drawn)	-2%	-4%	-6	17%	-35%[inhibitor]	?	-14%	-2.3	?
CN(C)c1ccc(/C=C2\c3ccccc3C(=O)N2c2ccccc2)cn1	-14%	3%	4	26%	-7%	2%	-16%	2.9	-4%
Cc1ccc(NC2=NCC(=O)N2CCc2ccccc2)cc1C	4%	9%	-1	5%	-18%	?	-8%	0.1	-21%
CCc1ccc(C(=O)Nc2cc(S(=O)(=O)N3CCOCC3)ccc2N2CCOCC2)cc1	10%	10%	4	8%	i	1%	2%	0.6	-7%
CC1(NC(=S)N(CCO)CCO)CCS(=O)(=O)C1 (stereo not drawn)	-7%	-9%	1	-18%	-21%	16%	13%	0.2	-3%
Cc1cc(NCCOCCO)n2c(nc3ccccc32)c1C#N	-21%	7%	7	0%	4%	3%	128%[activator]	-0.5	-8%
CCOC(=O)c1c(/N=C/N(C)C)sc(C(=O)OC)c1C	7%	5%	.	4%	-2%[57.5 µM]	0%	2%	-2.4	-5%
COC(=O)c1cc(=O)nc2sccn12	-6%	-3%	2	-7%	-21%	17%	15%	-1.9	-9%
CS(=O)(=O)N(Cc1ccccc1Cl)c1ccc(C(=O)NCc2ccccn2)cc1	10%	-1%	9	-2%	-8%	-14%	-14%	-0.2	4%
COCCNC(=O)[C@H](C)[C@H]1C[C@]1(C)[C@H](NC(=O)OCc1ccccc1)c1ccccc1	-4%	15%	2	12%	i	?	-3%	-0.2	-1%
COc1ccc(CC(=O)N[C@@H]2c3ccccc3CC[C@H]2OCc2ccccc2)cc1	-4%	12%	-1	-22%	-12%	?	-7%	-0.3	-24%
O=C(NCc1ccccc1)C1(C(F)(F)F)CC(CCCO)CCCO1 (stereo not drawn)	-3%	9%	-1	-10%	i	8%	2%	0.2	-5%
Cc1onc(C(=O)NN)c1-c1csc(COc2ccccc2)n1	-1%	6%	2	-1%	i	4%	1%	-0.1	1%
CCc1ccccc1NC(=O)CNC(=O)c1cn(Cc2ccccc2)nc1-c1cccnc1	14%	-1%	-16	1%	-21%	-9%	20%	-5.6	-7%
Cc1cc(C)c2[nH]c(=O)c(CN(Cc3cccs3)C(=S)NCC3CCCO3)cc2c1 (stereo not drawn)	-13%	-5%	4	-2%	-12%	-12%	-22%	-0.9	-9%
CCOc1ccc(N(C)S(=O)(=O)c2ccc(-c3cc(C)no3)s2)cc1	-6%	21%	16	17%	-29%	?	?	0.0	-2%
N/C(=N\OC(=O)COc1cc(Cl)c(Cl)cc1Cl)c1ccccn1	5%	13%	21	1%	-33%[inhibitor]	20%	-5%	0.8	-13%
CC(Cc1ccccn1)NC(=O)c1ccc(OC2CCN(Cc3ccccn3)CC2)cc1 (stereo not drawn)	-13%	-5%	1	2%	-5%	-29%	-1%	2.2	-4%
Cc1cccc(NS(=O)(=O)c2cccc(C(=O)N3CCCCCCC3)c2)c1	-18%	3%	1	-2%	-10%	?	-13%	-0.1	0%
CC(C)c1onc(C(=O)N2CCN(c3ccccc3)CC2)c1[N+](=O)[O-]	2%	13%	-3	13%	-7%	-8%	-7%	-1.2	-4%
CCN(CC)C(=O)C(C)N1c2cccc3cccc(c23)S1(=O)=O (stereo not drawn)	-1%	4%	-19	-5%	i	-23%	1%	-1.8	-12%
COc1ccnc(Nc2ccc(C)c(C)c2)c1C#N	9%	-3%	.	4%	-8%[57.5 µM]	8%	-3%	-3.1	-5%
COc1ccc(N(C(C)=O)S(=O)(=O)c2cc(OC)ccc2OC)cc1	6%	4%	7	-4%	?	?	-14%	-0.2	-3%
COc1ccccc1N(C)S(=O)(=O)c1ccc(C(=O)OCC(=O)c2c[nH]c3ccccc23)cc1	2%	-11%	5	0%	-19%	?	-21%	-0.4	-4%

Some of the compounds tested. The share of hits here may be higher or lower than overall.
